Assay outcomes: PubChem, Sanford-Burnham Center for Chemical Genomics
APOBEC3G inh – inhibitors of human APOBEC3G DNA deaminase | recombinant A3G, ssDNA deamination FAM/TAMRA fluorescence | inhibition, % at 20 µM | 330,000 compounds, 0.28% hits;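 active means inhibition of at least 40% at 20 µM, with no more than 30% in the related APOBEC3A deaminase screen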;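 further: plate controls were DMSO wells with A3G for no effect and wells lacking A3G enzyme for full effect; some compounds called inactive have numbers as strong as hits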
APOBEC3A inh – blocks human APOBEC3A ssDNA deamination; recombinant A3A, FAM/TAMRA ssDNA deamination fluorescence; inhibition, % at 20 µM; 330,000 compounds, 0.41% hits; AID 493011;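 active means at least 40% inhibition at 20 µM here, with at most 30% in a related deaminase screen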;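 further: plate controls were A3A with DMSO for no effect and wells lacking A3A enzyme for full effect; some results filed as inactive read as strong as hits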
hIAP block – blocks human intestinal alkaline phosphatase; P09923; purified IAP, CDP-Star luminescence, 30 min; inhibition, % at 10 µM; 330,000 compounds, 0.12% hits; AID 2544;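 active means inhibition reaching a set limit with compound at 10 µM in the primary screen, cut at about 35% in these data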;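 further: plate controls were DMSO wells with enzyme for no effect and no-enzyme buffer wells for full effect; values of inactives mirror those of a sister screen read the other way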
Target sequence (P09923 whole entry, looked up): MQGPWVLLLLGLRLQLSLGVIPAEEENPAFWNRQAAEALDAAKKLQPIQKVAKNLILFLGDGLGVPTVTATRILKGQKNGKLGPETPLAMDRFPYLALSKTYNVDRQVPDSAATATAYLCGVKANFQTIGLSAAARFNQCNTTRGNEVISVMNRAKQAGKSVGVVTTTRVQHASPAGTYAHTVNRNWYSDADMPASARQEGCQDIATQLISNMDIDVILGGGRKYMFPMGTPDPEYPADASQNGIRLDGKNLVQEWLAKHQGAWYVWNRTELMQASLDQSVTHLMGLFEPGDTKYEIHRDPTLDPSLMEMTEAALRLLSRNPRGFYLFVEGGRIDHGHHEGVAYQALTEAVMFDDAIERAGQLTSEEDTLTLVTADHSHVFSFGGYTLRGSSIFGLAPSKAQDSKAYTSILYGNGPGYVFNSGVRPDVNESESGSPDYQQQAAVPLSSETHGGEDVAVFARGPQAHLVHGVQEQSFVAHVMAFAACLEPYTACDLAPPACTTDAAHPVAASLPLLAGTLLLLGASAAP
MPTP inh – blocks calcium-induced mitochondrial swelling; 360,000 compounds, 1.4% hits; inhibition, % at 10 µM; AID 602449; isolated mouse mitochondria, Ca2+ swelling absorbance, 30 min;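 active means inhibition of 50% or more, scaled per plate between neutral and stimulator controls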;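 further: 0% = DMSO wells given calcium and 100% = 1 mM EGTA wells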
ATG4B inhibitor – blocks human ATG4B protease cleavage of LC3 substrate. 340,000 compounds, 0.51% hits. inhibition, % at 8.33 µM. AID 504462. ATG4B cleavage of LC3-PLA2, NBD-HPC fluorescence, 1 h; in the data active means inhibition above about 40%
Target sequence (Q9Y4P1 whole entry, looked up): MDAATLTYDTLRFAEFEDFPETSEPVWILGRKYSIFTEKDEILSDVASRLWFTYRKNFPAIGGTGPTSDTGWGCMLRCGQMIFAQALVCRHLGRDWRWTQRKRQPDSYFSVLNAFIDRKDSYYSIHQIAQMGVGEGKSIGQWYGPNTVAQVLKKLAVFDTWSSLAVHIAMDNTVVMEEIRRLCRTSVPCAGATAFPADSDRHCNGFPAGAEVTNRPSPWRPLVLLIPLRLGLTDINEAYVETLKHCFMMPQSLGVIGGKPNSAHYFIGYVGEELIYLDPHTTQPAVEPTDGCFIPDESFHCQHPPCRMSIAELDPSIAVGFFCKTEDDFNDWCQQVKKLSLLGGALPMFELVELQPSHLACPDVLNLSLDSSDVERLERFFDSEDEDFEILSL
beta cell repl – MIN6 beta-cell proliferation induction. proliferation, % at 10 µM. 330,000 compounds, 0.29% hits. MIN6 cells proliferation, ATPlite luminescence, 48 h; cells starved in 0.2% serum; 100% = growth in 10% serum. AID 2380;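 active means compounds whose signal lies at least 3.5 SD above the mean of all wells on their plate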;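 further: 0% = DMSO-treated cells in low-serum medium and 100% = 10% serum control; some compounds called inactive have numbers as strong as hits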
hIAP activ – increases human intestinal alkaline phosphatase activity; P09923; purified human IAP, CDP-Star luminescence, 30 min; active compounds read high; 1 = vehicle-only enzyme, 0 = enzyme-free background; activation factor at 10 µM; 330,000 compounds, 0.16% hits;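 active means activation factor of the enzyme at least 2-fold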; further: the source names both 10 and 20 µM as test concentration; values of inactives mirror those of a sister screen read the other way
mIAP block – blocks mouse intestinal alkaline phosphatase; 330,000 compounds, 0.2% hits; purified mouse IAP, CDP-Star luminescence, 30 min; inhibition, % at 10 µM;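 active means inhibition of at least 40% at 10 µM in the primary screen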;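 further: plate controls were DMSO with enzyme for no effect and no enzyme wells for full effect; values of inactives mirror those of a sister screen read the other way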
mIAP activ – increases mouse intestinal alkaline phosphatase activity; muIAP, CDP-Star luminescence, 30 min; active compounds read high; 1 = vehicle-only enzyme signal, 0 = enzyme-free wells; activation factor at 10 µM; 330,000 compounds, 0.24% hits; AID 2805;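 active means activation factor of at least 2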; further: the source names both 10 and 20 µM as test concentration; values of inactives mirror those of a sister screen read the other way
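Assay system: mouse IAP enzyme; reagent: chemiluminescent substrate CDP-Star; dosing: test compounds delivered from DMSO solution; schedule: 30 min at room temperature; measured by: luminescence from enzymatic CDP-Star hydrolysis; controls: DMSO-only wells and no-enzyme negative control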
Starred values were filed as active, the others as inactive; / = not tested or not shown; + = active, no number.

SMILES	APOBEC3G inh	APOBEC3A inh	hIAP block	MPTP inh	ATG4B inhibitor	beta cell repl	hIAP activ	mIAP block	mIAP activ
Cc1oc(-c2ccccc2Cl)nc1CSCC(=O)NC1CC1	-10	-1	-2	0.4	1	-1	1	-5	1.1
COC(=O)c1cccc(CSc2nc(-c3ccccc3)c(C#N)c(=O)[nH]2)c1	3	-5	6	2.2	26	-6	0.94	16	0.84
CC(=O)Nc1cccc(C(=O)Nc2ccccc2N2CCOCC2)c1	-4	-2	-6	0.0	6	1	1.1	-13	1.1
CCC(O)(CC)C(=O)NN(C(=O)CCl)c1ccccc1	-8	-1	9	-0.2	-4	-2	0.91	-6	1.1
Cc1cc(Nc2ccc(F)cc2F)n2ncnc2n1	-2	0	0	0.9	2	0	1	10	0.9
O=C(CSc1nc2scc(-c3ccco3)c2c(=O)n1-c1ccccc1)NCC1CCCO1 (configuration not stated)	7	7	6	11	0	1	0.94	-7	1.1
CC1(C)Cc2c(C#N)c(SCCC#N)nc(N3CCOCC3)c2CS1	-2	1	-6	-0.6	-13	0	1.1	3	0.97
CCCn1c(NC(=O)C2COc3ccccc3O2)nc2ccccc21 (configuration not stated)	3	1	-60	-0.8	2	-4	1.6	6	0.94
Cc1cc(NC(=O)CS(=O)(=O)c2cn(C)c3ccccc23)no1	-1	-2	9	-1.5	-13	-1	0.91	-9	1.1
CCOC(=O)C1=C(C)N=C2c3ccccc3C(=O)C2C1c1ccc(Br)cc1 (configuration not stated)	-7	-3	-4	/	/	-2	1	9	0.91
COC(=O)c1ccc(C(=O)OC)c(NC(=S)N2CCOCC2)c1	-7	6	9	-0.7	0	0	0.91	-5	1
COc1ccccc1C(CNC(=O)COc1ccccc1C)N1CCCC1 (configuration not stated)	-8	-2	3	-1.8	-5	1	0.97	-1	1
CN(C)S(=O)(=O)c1ccc(Cl)c(C(=O)Nc2ccccc2[N+](=O)[O-])c1	0	2	5	-1.2	4	-3	0.95	-2	1
OC(CN1CCCCC1)Cn1c2ccccc2c2cc(Br)ccc21 (configuration not stated)	-2	1	4	-0.4	7	-7	0.96	-16	1.2
CN1CCN(CCCNC(=O)CCC(=O)N2CCOc3ccccc32)CC1	-9	-2	8	-2.0	-4	0	0.92	0	1
Cc1[nH]c(-c2ccc(F)cc2)cc1C(=O)N1CCN(c2cccc(Cl)c2)CC1	-8	-2	9	-0.3	-9	-6	0.91	7	0.93
Cc1cccc(N2C(=O)c3ccccc3C2=O)n1	-9	-5	-13	0.4	1	1	1.1	-7	1.1
Cc1cc(C(=O)NNC(=O)c2ccc(Cl)cc2)c2ccccc2n1	8	-1	-19	0.1	3	-3	1.2	-4	1
O=C(NCc1cccc(C(F)(F)F)c1)c1cccc2c1C(=O)c1ccc(N3CCC(Cc4ccccc4)CC3)cc1S2(=O)=O	-13	-4	15	0.3	-17	-1	0.85	-13	1.1
Cn1c(CNC(=O)CNS(=O)(=O)c2ccc(Cl)cc2)cc(=O)n(C)c1=O	0	0	-16	1.4	2	-1	1.2	-9	1.1
CC(C)Cc1oc(C(=O)O)cc1CN1CCOCC1	-6	4	-6	0.2	-8	3	1.1	-7	1.1
O=C(Nc1ccccn1)c1cc2ccccc2cc1O	-3	1	7	1.9	-4	-6	0.93	3	0.97
CCOC(=O)N1CCC(N2C(=O)c3ccccc3C2Nc2cc(C(=O)OC)cc(C(=O)OC)c2)CC1 (configuration not stated)	1	-3	2	-0.6	-7	11	0.98	-4	1
O=C(COc1ccc(Cl)cc1Cl)c1ccc[nH]1	-4	4	9	2.9	-5	-6	0.91	3	0.97
CC(=O)Nc1ccc(C(=O)N(C)C(C(=O)Nc2ccccc2)c2ccccn2)cc1 (configuration not stated)	0	-2	7	-2.3	5	1	0.93	1	0.99
Cc1cc2nn(-c3ccc(Cl)cc3)nc2cc1N	0	-1	9	2.2	7	-2	0.91	2	0.98
COC(=O)c1ccc(NC(=O)Cn2c(-c3nonc3N)nc3ccccc32)cc1	-10	-4	0	-1.2	1	-2	1	9	0.91
Cc1ccc(N2C(=O)C(CN3CCCC3)C2c2ccccc2)cc1 (configuration not stated)	-5	3	-12	0.9	-8	-3	1.1	1	0.99
Cc1occc1C(=O)N1CCN(Cc2ccccc2)CC1	3	5	28	-0.4	-9	-1	0.72	0	1
CC(C1CCN(Cc2cn(C)nc2-c2cccc(Cl)c2)CC1)N1CCOCC1 (configuration not stated)	-3	3	-8	1.5	7	-1	1.1	2	0.98
Cc1c(Cl)cccc1NC(=O)Nc1c(C)n(C)n(-c2ccccc2)c1=O	-3	-5	-8	-0.3	5	-2	1.1	0	1
CCOC(=O)c1nnn(-c2nc(OC)nc(N3CCCC3)n2)c1-c1ccccc1	-1	-1	19	0.2	-1	4	0.81	0	1
CC(C)NC(=O)CCCc1c[nH]c2ccccc12	-9	-9	-7	-2.8	-3	-2	1.1	-11	1.1
COC(=O)Cc1cc(=O)n2[nH]c(C)cc2n1	-6	-5	-8	+	0	2	1.1	-7	1.1
CCN(C(=O)CSc1cc(C)c2ccc(OC)cc2n1)C1CCS(=O)(=O)C1 (configuration not stated)	-5	1	-4	1.6	-15	7	1	-4	1
CC(C)=CCSc1nnc([C@@H](NC(=O)OC(C)(C)C)C(C)C)o1	1	1	8	2.1	9	1	0.92	8	0.92
C=CCNS(=O)(=O)c1cccc2cc(C(=O)O)c(O)cc12	-1	1	1	0.0	2	-1	0.99	-3	1
FC(F)(F)c1ccccc1/C=N/Nc1ccccn1	-5	1	-18	0.5	2	-1	1.2	-9	1.1
S=C(NCCCCNC(=S)NCc1ccccc1)NCc1ccccc1	-8	-6	3	2.0	4	0	0.97	0	1
CCN(C(=O)COC(=O)c1[nH]c(=O)[nH]c(=O)c1N)c1ccccc1	-6	-8	1	0.2	3	-1	0.99	-13	1.1

Single records (already shown):
C=CCNS(=O)(=O)c1cccc2cc(C(=O)O)c(O)cc12 in the list: APOBEC3G inh: -1; APOBEC3A inh: 1; hIAP block: 1; MPTP inh: 0.0; ATG4B inhibitor: 2; beta cell repl: -1; hIAP activ: 0.99; mIAP block: -3; mIAP activ: 1
COC(=O)c1cccc(CSc2nc(-c3ccccc3)c(C#N)c(=O)[nH]2)c1 in the list: APOBEC3G inh: 3; APOBEC3A inh: -5; hIAP block: 6; MPTP inh: 2.2; ATG4B inhibitor: 26; beta cell repl: -6; hIAP activ: 0.94; mIAP block: 16; mIAP activ: 0.84

Further records follow.
SMILES	APOBEC3G inh	APOBEC3A inh	hIAP block	MPTP inh	ATG4B inhibitor	beta cell repl	hIAP activ	mIAP block	mIAP activ
O=C(c1ccco1)c1n[nH]nc1-c1ccccc1	-3	7	5	-0.7	-11	-2	0.95	3	0.97
Cc1ccc(C(=O)NCC2CCCN2S(=O)(=O)c2ccc(C)cc2)cc1 (configuration not stated)	-6	0	-3	-0.8	-14	-3	1	-2	1
O=c1nc2ccccc2c2n1CC(CN1CCN(C(c3ccccc3)c3ccccc3)CC1)N2 (configuration not stated)	-7	-1	7	0.2	-12	-5	0.93	6	0.94
NNC(=O)c1ccc(Cn2cc(Br)cn2)cc1	0	1	1	0.0	-10	0	0.99	-7	1.1
O=S(=O)(c1ccc2c(c1)OCO2)N1CCN(c2nnnn2-c2ccccc2)CC1	-7	1	2	-1.7	-19	0	0.98	12	0.88
O=C(Nc1ccccc1)c1ccc(S(=O)(=O)N2CCCC2)cc1	-4	0	8	-0.3	-7	0	0.92	2	0.98
CCOc1ccc(NC(=O)CC2SC(N)=NC2=O)c([N+](=O)[O-])c1 (configuration not stated)	-3	-1	8	-2.0	-10	-1	0.92	4	0.96
O=C1CC(c2ccccc2)CN1C(=O)c1cccnc1 (configuration not stated)	-9	-3	4	-1.1	2	-2	0.96	-5	1
C[C@H](NC(=O)c1[nH]cnc1C(=O)Nc1ccon1)c1ccccc1	-12	-2	-80	0.2	-4	3	1.8	15	0.85
COc1cc(S(=O)(=O)Nc2ccccn2)ccc1F	-6	-6	-20	-1.6	2	-2	1.2	-26	1.3
CCN(CC)c1c(-c2ccccc2)c2cc(C)ccc2[nH]c1=O	-7	-4	20	3.5	14	-3	0.81	5	0.95
Cc1ccc(S(=O)(=O)CCC(=O)OCC(=O)N2c3ccccc3NC(=O)C2(C)C)cc1	1	6	14	-0.3	-6	0	0.86	2	0.98
CN=C(Nc1ccc(C)c(C)c1)SC1CC(=O)N(c2ccc(OC)cc2)C1=O (configuration not stated)	-4	0	1	1.5	-13	-5	0.99	0	1
C=CCn1c(Cc2cccs2)nnc1SCC(=O)c1ccc2ccccc2c1	-8	-1	21	1.0	6	0	0.79	3	0.97
Cc1nnc(NC(=O)c2cc(S(=O)(=O)N(C)C)ccc2N2CCCC2)s1	-4	2	4	-1.5	0	-3	0.96	-5	1.1
COc1cccc(CNC(=O)C2CCN(S(=O)(=O)N3CC(C)CC(C)C3)CC2)c1 (configuration not stated)	-18	-2	-6	-1.1	12	1	1.1	-12	1.1
COc1cc(C(=S)N2CCOCC2)cc(OC)c1OS(=O)(=O)c1ccc(C)cc1	5	-8	0	-0.6	-4	-2	1	-1	1
CCN(CC)S(=O)(=O)c1ccc(N2CCCCC2)c(NC(=O)C2CCN(C(=O)c3ccc(F)cc3)CC2)c1	-5	4	-2	0.5	4	-7	1	-9	1.1
Cc1ccc(C)c(NC(=O)C2CC=CCC2C(=O)O)c1 (configuration not stated)	-4	0	-1	0.1	-3	-1	1	-6	1.1
CCN1CCN(C(=S)c2ccc([N+](=O)[O-])cc2)CC1	7	-5	-3	0.2	-7	-1	1	11	0.89
CC1(C)CC(NC(=O)CCc2nnc(CCCCc3ccccc3)o2)CCO1 (configuration not stated)	-8	-1	-4	0.7	-11	1	1	13	0.87
C=CCN(C1CCCCC1)S(=O)(=O)c1ccc2c(c1)oc(=O)n2C	-7	-1	-6	-1.7	-8	2	1.1	4	0.96
CC(=O)Oc1ccc2c(c1)OC(c1ccccc1)CC21CC(C)(C)NC(=O)N1 (configuration not stated)	2	5	-5	0.0	-13	-1	1.1	-10	1.1
O=c1onc(-c2ccc(Cl)cc2)n1Cc1ccc(F)cc1	-2	3	7	1.5	9	0	0.93	0	1
O=C(c1ccc(Cl)cc1)c1oc2ccccc2c1CS(=O)c1ccc(Cl)cc1 (configuration not stated)	-2	-1	15	2.0	25	-5	0.85	10	0.9
Cc1cccc(N(C)c2cc(C)nc3ncnn23)c1	-1	-1	16	-2.2	4	2	0.84	4	0.95
O=C(/C=C/c1cccc([N+](=O)[O-])c1)N1CCN(Cc2ccc3c(c2)OCO3)CC1	-3	2	-7	1.2	-3	0	1.1	13	0.87
O=C(COc1ccc(Cl)cc1Br)N1CCN(c2ccccc2)CC1	-4	1	-6	2.6	1	-3	1.1	8	0.92
O=C(CSc1nnc(SCc2ccc(F)cc2)s1)Nc1ccc(C(=O)O)cc1	-9	-1	8	2.8	2	-5	0.92	13	0.87
CC(NS(=O)(=O)c1ccc2[nH]c(=O)c(=O)[nH]c2c1)C(=O)O (configuration not stated)	-3	-3	-3	-1.3	-6	-2	1	-6	1.1
CC1CN=C(N(C(=S)Nc2ccccc2)c2cccc(C(F)(F)F)c2)S1 (configuration not stated)	-2	-2	-6	20	2	-3	1.1	-6	1.1
Cc1ccc(C(=O)NNC2CC(=O)N(c3ccc4c(c3)OCCO4)C2=O)cc1 (configuration not stated)	-4	-5	-9	1.0	5	-4	1.1	-13	1.1

Random draw from the library; 3.3% or so of the library scored in one or more.
